# KDM5B inhibitor: Primary screen for KDM5B Histone Demethylases FDH-coupled qHTS; Lysine-specific demethylase 5B (Homo sapiens), Q9UGL1; KDM5B demethylase, FDH-coupled NADH fluorescence (FDH is formaldehyde dehydrogenase); Potency, µM (series often up to 57.7 µM), inactives show top-dose activity change, negative = inhibition, most hits filed as inhibitors; 220,000 tested, 2.6% active; active = well fitted inhibition curve with a large enough effect; inconclusive = small, poorly fitted or top-dose-only effect; inactive = no such curve, though single readings can be large or run the other way; also: 0% is about no effect; nearly all actives have a fitted effect of over 70% in size
# Target sequence (Q9UGL1 whole entry, looked up): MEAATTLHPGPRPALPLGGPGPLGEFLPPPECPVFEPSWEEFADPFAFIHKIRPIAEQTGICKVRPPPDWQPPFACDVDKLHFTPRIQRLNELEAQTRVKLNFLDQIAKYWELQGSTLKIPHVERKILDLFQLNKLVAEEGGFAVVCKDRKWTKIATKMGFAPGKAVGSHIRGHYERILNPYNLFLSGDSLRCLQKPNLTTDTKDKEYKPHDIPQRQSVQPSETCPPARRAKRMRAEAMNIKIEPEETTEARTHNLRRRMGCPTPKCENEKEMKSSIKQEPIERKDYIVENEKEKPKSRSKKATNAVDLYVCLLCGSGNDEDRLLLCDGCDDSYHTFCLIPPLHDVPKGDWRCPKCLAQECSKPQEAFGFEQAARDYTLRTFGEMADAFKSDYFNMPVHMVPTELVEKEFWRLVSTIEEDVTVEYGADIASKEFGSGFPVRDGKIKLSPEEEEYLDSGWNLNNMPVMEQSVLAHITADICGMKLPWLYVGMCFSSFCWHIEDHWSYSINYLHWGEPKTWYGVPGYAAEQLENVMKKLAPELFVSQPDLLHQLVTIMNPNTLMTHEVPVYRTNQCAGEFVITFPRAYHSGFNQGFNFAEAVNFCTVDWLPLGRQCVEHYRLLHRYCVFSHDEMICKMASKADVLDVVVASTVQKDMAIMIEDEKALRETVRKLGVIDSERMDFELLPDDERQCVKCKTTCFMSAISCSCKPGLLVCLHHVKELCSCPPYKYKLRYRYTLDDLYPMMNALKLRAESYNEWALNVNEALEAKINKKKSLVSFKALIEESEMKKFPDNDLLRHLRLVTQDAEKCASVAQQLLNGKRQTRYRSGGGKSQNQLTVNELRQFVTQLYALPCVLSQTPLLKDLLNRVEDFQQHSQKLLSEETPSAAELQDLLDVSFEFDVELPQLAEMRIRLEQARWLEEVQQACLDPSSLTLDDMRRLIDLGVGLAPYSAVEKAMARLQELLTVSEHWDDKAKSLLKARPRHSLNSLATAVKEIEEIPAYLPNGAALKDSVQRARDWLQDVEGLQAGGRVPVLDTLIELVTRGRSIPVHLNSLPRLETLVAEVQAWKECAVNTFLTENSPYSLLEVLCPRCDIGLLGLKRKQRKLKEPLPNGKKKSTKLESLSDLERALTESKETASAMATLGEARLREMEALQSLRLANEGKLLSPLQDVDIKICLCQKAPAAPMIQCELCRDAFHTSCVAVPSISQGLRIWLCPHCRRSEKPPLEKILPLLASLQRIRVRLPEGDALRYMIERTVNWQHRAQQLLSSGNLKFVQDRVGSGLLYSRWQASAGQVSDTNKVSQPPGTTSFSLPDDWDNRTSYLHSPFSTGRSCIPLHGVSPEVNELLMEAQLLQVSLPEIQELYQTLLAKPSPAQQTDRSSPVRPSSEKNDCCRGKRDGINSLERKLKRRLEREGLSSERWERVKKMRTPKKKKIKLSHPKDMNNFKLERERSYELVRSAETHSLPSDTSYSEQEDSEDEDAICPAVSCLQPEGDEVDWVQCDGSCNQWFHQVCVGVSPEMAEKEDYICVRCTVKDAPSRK
#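 Here, H3K4me3 peptide (12.5 µM in substrate mix) is demethylated by KDM5BΔAP, 200 nM final, after 10 min compound exposure. Formaldehyde product is coupled through FDH (0.25 U/mL in mix) to NADH fluorescence; 30-min ΔRFU feeds dose-response curves.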
# The depositor's hits bear a star; i = inactive; ? = inconclusive; [ ] = dose if it differs, or a comment. Potency is read from the fitted curve at half-maximal effect. Only part of the results is shown (hit frequency here may not be typical).
KDM5B inhibitor	canonical_smiles
-18.4%	COc1nnc(-c2ccc(N3CCCCC3)c(NC(=O)c3ccc(C)cc3)c2)c2ccccc12
-25.0%	CCN1CCc2c(sc(NC(=O)c3ccc(S(=O)(=O)N(CCOC)CCOC)cc3)c2C(N)=O)C1
-10.8%	Cn1cc(S(=O)(=O)c2ccc(Cl)cc2)c(=O)c2cc(F)c(N3CCCC3)cc21
-0.5%	CCc1ccc(-c2noc(CN3CCCc4c(C(=O)NC(C)C)cccc43)n2)cc1
30.2%	Cc1cc(C)c2oc(-c3cc(NC(=O)c4ccco4)cc(C)c3O)nc2c1
-14.3%	COC(=O)C1CN(CC(C)C)CCS(=O)(=O)N1Cc1ccc(C)cc1 (stereo unspecified)
2.2%	CC(C)OCCCNC(=O)COc1ccc2c(-c3ccccc3)cc(=O)oc2c1
-9.7%	CNC(=O)[C@H]1C[C@H](Oc2ccccc2)CN1S(=O)(=O)c1ccc(OC)cc1
-25.7%	COc1ccc(NC(=O)CCS(=O)(=O)c2nc(-c3ccccc3)cc(C(F)(F)F)n2)cc1
16.2%	CNC(=O)CSc1ccccc1OC
-14.0%	COc1ccc(N(CC(=O)N2CCN(c3ccccc3F)CC2)S(=O)(=O)c2c(C)n[nH]c2C)cc1
?	Cc1cccc(OCC(=O)NCC(=O)N/N=C/c2cc(Br)cc(Br)c2O)c1
14.3%	CN(Cc1ccc(C(=O)NCC(F)(F)F)cc1)C(=O)C1CCN(C(=O)C2CC2)CC1
1.6%	CC1=C(C(=O)Nc2ccccc2)C(c2ccccn2)n2nc(SCc3ccccc3Cl)nc2N1 (stereo unspecified)
?	Cc1ccc(-c2nn3c(C)nnc3c3ccccc23)cc1S(=O)(=O)NCC(C)O (stereo unspecified)
-17.3%	CCCOC(=O)c1ccc(Nc2c(C(=O)OCC)cnc3c(C)cc(Cl)cc23)cc1
-11.9%	O=C1N(C2CCN(S(=O)(=O)c3cnc[nH]3)CC2)C(c2ccccc2)C12CCCC2 (stereo unspecified)
-23.9%	Cc1nn(C)cc1C(=O)N[C@@H]1CN(S(C)(=O)=O)C[C@H]1CN(C)C
25.1µM*	Cc1nc(CCC(=O)NCc2cc(Cl)cc3c(C)c(-c4ccccc4)[nH]c23)n[nH]1
?	O=C(NCc1ccc2c(c1)OCO2)c1nc(-c2ccccc2)c2ccccn12
1.8%	COc1cccc(-c2noc(CCCc3nc(C4CCOC4)no3)n2)c1 (stereo unspecified)
-0.9%	COCCCn1c(C)cnc1CC1CCN(S(=O)(=O)c2cccc(F)c2)CC1
-23.2%	Cc1cc(C)cc(NC(=S)NCc2ccc(Cl)cc2)c1
7.1%	O=C(NCCn1cccn1)C1CCC(=O)N(CCc2cccc(F)c2)C1 (stereo unspecified)
-4.9%	O=C(COC(=O)c1ccc2ccccc2n1)c1cccc(Cl)c1
-26.8%[86.2 µM]	O=C(C1CCOCC1)N1CCC(Oc2cnc3c(ccn3-c3cncnc3)c2)CC1
16.6%	CC(C)(O)C#Cc1ccc(C(=O)N2CCN(C/C=C/c3ccccc3)CC2)cc1
0.1%	CNC(=O)[C@@H]1CN(C(=O)CN2CCOCC2)C[C@H]1COC
17.2%	Cc1cc(S(=O)(=O)N2CCC(n3cnnc3-c3ccccc3)CC2)ccc1F
7.3%	CCCN(CC(=O)Nc1cc(Cl)ccc1Cl)C(=O)CN1C(=O)C2CCCCC2C1=O (stereo unspecified)
?	Cn1nccc1-c1ccc2ncn(Cc3ccccn3)c(=O)c2n1
25.9%[149 µM]	N#Cc1ccc(CN2CCC(N3Cc4ccccc4C3=O)CC2)cc1
39.8µM*	COc1ccc(-c2cccc(CCOc3cnc4c(ccn4CC(=O)O)c3)c2)c(C)c1
11.5%	Cc1csc(NC(=O)COc2cccc3ccccc23)n1
-5.5%	CCN(CC)CCNC(=O)c1c(C)oc2ncnc(N3CCOCC3)c12
9.5%	Cc1ccc(-c2cnc(CCC(=O)N(C)CC(=O)Nc3ccccc3Br)o2)cc1C

# A different layout for part of the listing above:
CCCN(CC(=O)Nc1cc(Cl)ccc1Cl)C(=O)CN1C(=O)C2CCCCC2C1=O (stereo unspecified)
  KDM5B inhibitor: 7.3%

Cn1nccc1-c1ccc2ncn(Cc3ccccn3)c(=O)c2n1
  KDM5B inhibitor: ?

# More records follow:
KDM5B inhibitor	canonical_smiles
7.2%	CC(C)c1nc(-c2ccc(OC3CCN(C(=O)Cc4c[nH]c5ccccc45)C3)cc2)no1 (stereo unspecified)
10.9%	COc1ccc(C(=O)n2cnc3ccccc32)cc1Br
7.0%	Cc1oc(-c2cccc(Cl)c2)nc1CN1CCN(S(N)(=O)=O)CC1
15.9%[115 µM]	O=C(NCc1nnc2n1C(C(=O)NCCc1ccc(Cl)cc1)CC2)C1CC1 (stereo unspecified)
0.8%	O=C(N[C@@H]1CN(Cc2cccc(OC(F)(F)F)c2)CC[C@@H]1CO)c1ccccc1
-6.0%	CCOC(=O)COc1cc(O)cc2oc(-c3ccccc3)cc(=O)c12
14.6%	Cc1cccc(C(=O)NCCS(=O)(=O)Cc2ccccc2)c1
?	CC(=O)N1CCc2c(sc3c2c(=O)n(-c2ccccc2C)c(=O)n3Cc2cccc(F)c2)C1
5.6%	O=C(c1cnccn1)N1CCC(N2C(=O)C(OCC3CC3)C23CCCCC3)CC1 (stereo unspecified)
i	Cc1ccc(-n2c(=O)c3cccnc3n2CC(=O)Nc2cccc(C)c2C)cc1
12.5%	Cc1nn(C(=O)C2CCCN2S(=O)(=O)c2ccc(F)cc2)c(C)c1Sc1ccccc1 (stereo unspecified)
-26.0%	COc1ccc(-c2noc(COC(=O)C3=CN(C)S(=O)(=O)N=C3C)n2)cc1
?	CSc1ccc(/C=C/C(=O)OCC(=O)NC2CC2)cc1
?	COc1ccc2c(Sc3ccc(Cl)cc3)c(C(=O)N3CCC(C)CC3)[nH]c2c1
5.5%	Cc1cccc(CN2CCc3c(cc(C(=O)O)n3C)C2)c1
10.6%	O=C(CCNS(=O)(=O)c1cccc2nsnc12)Nc1ccc(F)cc1
18.2%	COc1ccc(CNC(=O)Cc2nn(C)c(=O)c3ccccc23)cc1OC
?	Cc1ccc(CN(Cc2ccco2)c2cnc(S(C)(=O)=O)nc2C(=O)Nc2ccc(Br)cc2)o1
28.9%	CCS(=O)(=O)N1CCC(Cc2ccc(C(N)=O)cc2)CC1
28.2µM*	Fc1ccc(Cc2nc3nccc(-c4ccccc4)n3n2)cc1
-28.4%	COCc1cc(=O)n(CC(=O)Nc2ccc(Cl)cc2)c(N2CCOCC2)n1
?	c1csc(-c2nc3nccc(-c4ccsc4)n3n2)c1
?	Cc1ccccc1-c1nnc(-c2ccc(C(=O)NCC3CCCO3)cc2)o1 (stereo unspecified)
-19.1%	COCCn1c2c(c(=O)[nH]c1=O)C(c1ccccc1)C1=C(N2)c2ccccc2C1=O (stereo unspecified)
-8.9%	O=C(CC(c1ccccc1)c1cccc(Cl)c1)NC1CCC(O)CC1 (stereo unspecified)
-1.2%	CCn1c(C)c(C)c2cc(C(=O)N3CCN(c4ccccc4)CC3)ccc21
0.8%	C1CCCCCC(=NNc2nn[nH]n2)CCCCC1
-6.0%	CC(C)c1nc2c(c(-c3ccc(O)cc3)n1)CN(C(=O)C1CCCC1)CC2
?	O=C(CC1(O)C(=O)N(Cc2ccccc2)c2ccc(Br)cc21)c1ccccc1 (stereo unspecified)
4.0%	Cn1c(=O)c2c(ncn2CC(=O)Nc2ccccc2C(=O)NC2CCCC2)n(C)c1=O
?	COc1ccc2c(c1)c(=O)c(S(=O)(=O)c1ccc(Cl)cc1)cn2C
-18.7%	Fc1ccc(NC(=S)N[C@H]2CO[C@H]3[C@@H]2OC[C@@H]3n2nnnc2-c2ccc3c(c2)OCO3)cc1
15.3%	Cc1ccc(-c2cnc(SCC(=O)Nc3cccc(Cl)c3)o2)cc1C
?	Cc1ccc2cc(CCC(=O)NCCN3CCN(C)CC3)c(=O)[nH]c2c1
?	COc1ccc(-c2noc([C@@H]3C[C@@H](O)CN3Cc3ccc(S(C)(=O)=O)cc3)n2)cc1
?	O=C(CCc1nc2ccccc2s1)N1CCC(N2CC3CC(C2)[C@H]2CCCC(=O)N2C3)CC1 (stereo partly specified)
-20.5%	C=CCNC(=O)NC(=O)CNc1cc(C(F)(F)F)ccc1NC1CCCCC1
10.5%	COCCNc1nc2c(c(=O)n(C)c(=O)n2C)n1CCCc1ccccc1
-6.7%	Cc1ccc2nc(-c3ccc(NC(=O)c4cccc([N+](=O)[O-])c4C)cc3)oc2c1
0.7%	Cc1ccc(CNC(=S)NC(C)C(C)(C)C)cc1 (stereo unspecified)
-0.4%	CC(C)/C=N/Nc1nc2c(c(=O)n(C)c(=O)n2C)n1C
25.5%	CCn1c(CSc2nccc(C)n2)nc2cc(NC(=O)c3cccc(Br)c3)ccc21
?	O=C(c1cccc(F)c1)N1CCCC(Cc2nc(C3CCOCC3)no2)C1 (stereo unspecified)
?	CCCCOc1cccc(C(=O)N(Cc2ccc(C)o2)c2ccccn2)c1
0.5%	CC(COc1ccc(OC(F)(F)F)cc1)CN1CCC(C(O)(c2ccccc2)c2ccccc2)CC1 (stereo unspecified)
?	CCOC(=O)c1ccc(N2CCN(CC)CC2)c(NC(=O)CSc2ccc(Cl)cc2)c1
17.7%	OC(COCc1ccccc1F)Cn1nnc(-c2ccccc2)n1 (stereo unspecified)
7.7%	COC1C(=O)N(C2CCN(S(=O)(=O)Cc3ccccc3)CC2)C12CCOCC2 (stereo unspecified)

# Reprinted at random: 5 records from the list
KDM5B inhibitor	canonical_smiles
10.5%	COCCNc1nc2c(c(=O)n(C)c(=O)n2C)n1CCCc1ccccc1
0.7%	Cc1ccc(CNC(=S)NC(C)C(C)(C)C)cc1 (stereo unspecified)
?	CCCCOc1cccc(C(=O)N(Cc2ccc(C)o2)c2ccccn2)c1
0.5%	CC(COc1ccc(OC(F)(F)F)cc1)CN1CCC(C(O)(c2ccccc2)c2ccccc2)CC1 (stereo unspecified)
-0.4%	CC(C)/C=N/Nc1nc2c(c(=O)n(C)c(=O)n2C)n1C

# More structures.
KDM5B inhibitor	canonical_smiles
11.9%	O=C1CSc2ccc(C(=O)NCCc3cccnc3)cc2N1
-12.5%	Cc1ccc(SCC(=O)NCc2ccc(CS(N)(=O)=O)cc2)cc1C
-13.9%	COc1cc(C#N)ccc1OCc1ccccc1Br
?	C=CCn1nc(C(=O)N2CCOCC2)c2c1CCC(NCc1c(OC)ccc3ccccc13)C2 (stereo unspecified)
17.3%	CCC[S+](=O)([O-])NC1CCN(C(=O)N2CC3CC(C2)[C@H]2CCCC(=O)N2C3)CC1 (stereo partly specified)
-11.1%	O=C(c1ccc(Cl)cc1)N1CCOC(CN(C(=O)c2ccc(F)cc2)C2CCCC2)C1 (stereo unspecified)
-23.6%	CCCCOC(=O)c1nc2ccccc2nc1NCc1ccccc1
19.1%	O=C(O)COc1cccc(NS(=O)(=O)c2ccc(Br)cc2)c1
-3.1%[86.2 µM]	Cc1ccc(C(=O)N(C)Cc2ccccc2C(F)(F)F)cc1
-18.2%	CCC1CN(C(=O)NCc2ccc(C)cc2)c2cc(Cl)ccc2O1 (stereo unspecified)
?	Cc1cc(=O)n(CC(=O)NCCC(C)C)c2c1c(C)nn2C
-10.1%	Cc1cc(C)cc(NC(=S)NCCc2ccc(Cl)cc2)c1
-7.0%	Cc1cc(OCC(=O)NCC2(N3CCOCC3)CCCCC2)ccc1Cl
-13.3%	Cn1c(=O)c2c(nc(NCCc3ccccc3)n2C)n(C)c1=O
8.0%	O=C(c1ccc(F)cc1)N1CCC[C@H]1c1nc(-c2ccccc2Cl)no1
-15.1%	CCn1cc(C(=O)N2CCN(c3cccc(C(F)(F)F)c3)CC2)c2cc(OC)c(OC)cc2c1=O
15.4%	N#Cc1ccc(/C=C/c2ccc(C#N)cc2)cc1
-7.7%[86.2 µM]	COc1cccc(NC(=O)C2(C)CCc3cnc(NCc4ccccc4)nc32)c1 (stereo unspecified)
-6.7%	CCOC(=O)c1c(Nc2cc(C)cc(C)c2)nnc(-c2ccccc2)c1-c1ccccc1
10.8%	Cc1ccc(CN2CCC(c3nnc(CN(C)C)n3C3CC3)CC2)o1
-1.3%	COc1cc(OC)c(C2=CCN(C(=O)c3ccccc3OCc3noc(C)n3)CC2)c(OC)c1
-9.8%	CNC(=O)c1cccc(S(=O)(=O)NC2CCCN(C3CCCCCC3)C2)c1 (stereo unspecified)
-5.6%	Cn1cc(C(=O)N2CCCCCCNC(=O)[C@@H]3C[C@@H](c4nc(Cc5ccccc5)no4)C[C@@H]32)cn1
10.7%	Cc1nn(C)cc1S(=O)(=O)NCc1ccc2c(c1)OCO2
?	NNc1ncnc2ccc([N+](=O)[O-])cc12
13.4%	Cc1ccc(NC(=O)N(C)CC2CCOC2)cc1 (stereo unspecified)
-21.5%	CCOc1cc2[nH]c(=O)n(CCCC(=O)N3CCN(c4cccc(Cl)c4)CC3)c(=O)c2cc1OCC
-13.2%	COc1cccc(OCc2nc3ccc(OC)cc3[nH]2)c1

# Grouped by structure, those above with two or more sulfur atoms
KDM5B inhibitor	canonical_smiles
-25.0%	CCN1CCc2c(sc(NC(=O)c3ccc(S(=O)(=O)N(CCOC)CCOC)cc3)c2C(N)=O)C1
12.5%	Cc1nn(C(=O)C2CCCN2S(=O)(=O)c2ccc(F)cc2)c(C)c1Sc1ccccc1 (stereo unspecified)
10.6%	O=C(CCNS(=O)(=O)c1cccc2nsnc12)Nc1ccc(F)cc1
?	c1csc(-c2nc3nccc(-c4ccsc4)n3n2)c1
-12.5%	Cc1ccc(SCC(=O)NCc2ccc(CS(N)(=O)=O)cc2)cc1C

# Screens from PubChem.
